Screening results (PubChem BioAssay)
TGFb SMAD3 inh = qHTS for Inhibitors of TGF-b; AID 588855, 2011; Potency, µM (highest dose often 46.1 µM), inactives show top-dose activity, negative = inhibition, actives largely listed as inhibitors; actives 1.2% (n = 410,000); HepG2 CAGA-GFP TGF-b/SMAD3 reporter, GFP fluorescence, 18 h; TGF-beta stimulated, 500 pg/mL final; also: potency is read from the fitted curve at half-maximal effect; % is scaled to controls: 0 for no effect and ±100 for the full control effect; nearly all actives have a fitted effect of over 65% in size
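Per well, imaged GFP fluorescence of HEPG2 CAGA-GFP cells gives the signal; cells get compound, then TGF-beta (500 pg/mL final), 18 h at 37 degrees C; %Activity versus -TGF-beta and +DMSO controls.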
CCT chaperon mod = High-Throughput Screening for Modulators of Cytosolic Chaperonin Activity. activity change, % (concentration not given with the values), hits read low. AID 651819, 2012. actives 0.3% (n = 360,000). purified chaperonin ATPase assay, HTRF ADP detection, 30 min; in the data active = activity change below about -30%; also: % is scaled to controls: 0 for no effect and ±100 for the full control effect
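ATPase activity: ADP formed was measured by HTRF Transcreener (665/615 nm ratio) after 30 min at 37 deg C with 10 uM ATP. Compounds screened at one 76 uM concentration against 40 or 20 nM TRiC in Tris pH 7.4/KCl/MgCl2/DTT buffer.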
EPAC2 agonist = qHTS for Agonist of cAMP-regulated guanine nucleotide exchange factor 4 (EPAC2): primary screen; actives 0.079% (n = 360,000); Potency, µM (top dose mostly 154 µM), inactives show top-dose activation, hits mostly activators; EPAC2 activation, biochemical qHTS; response scale: 100% = 6.5 mM cAMP response; Rap guanine nucleotide exchange factor 4 (Homo sapiens), Q8WZA2; also: potency is read from the fitted curve at half-maximal effect; nearly all actives have a fitted effect of over 50% in size
Target sequence (Q8WZA2 whole entry, looked up): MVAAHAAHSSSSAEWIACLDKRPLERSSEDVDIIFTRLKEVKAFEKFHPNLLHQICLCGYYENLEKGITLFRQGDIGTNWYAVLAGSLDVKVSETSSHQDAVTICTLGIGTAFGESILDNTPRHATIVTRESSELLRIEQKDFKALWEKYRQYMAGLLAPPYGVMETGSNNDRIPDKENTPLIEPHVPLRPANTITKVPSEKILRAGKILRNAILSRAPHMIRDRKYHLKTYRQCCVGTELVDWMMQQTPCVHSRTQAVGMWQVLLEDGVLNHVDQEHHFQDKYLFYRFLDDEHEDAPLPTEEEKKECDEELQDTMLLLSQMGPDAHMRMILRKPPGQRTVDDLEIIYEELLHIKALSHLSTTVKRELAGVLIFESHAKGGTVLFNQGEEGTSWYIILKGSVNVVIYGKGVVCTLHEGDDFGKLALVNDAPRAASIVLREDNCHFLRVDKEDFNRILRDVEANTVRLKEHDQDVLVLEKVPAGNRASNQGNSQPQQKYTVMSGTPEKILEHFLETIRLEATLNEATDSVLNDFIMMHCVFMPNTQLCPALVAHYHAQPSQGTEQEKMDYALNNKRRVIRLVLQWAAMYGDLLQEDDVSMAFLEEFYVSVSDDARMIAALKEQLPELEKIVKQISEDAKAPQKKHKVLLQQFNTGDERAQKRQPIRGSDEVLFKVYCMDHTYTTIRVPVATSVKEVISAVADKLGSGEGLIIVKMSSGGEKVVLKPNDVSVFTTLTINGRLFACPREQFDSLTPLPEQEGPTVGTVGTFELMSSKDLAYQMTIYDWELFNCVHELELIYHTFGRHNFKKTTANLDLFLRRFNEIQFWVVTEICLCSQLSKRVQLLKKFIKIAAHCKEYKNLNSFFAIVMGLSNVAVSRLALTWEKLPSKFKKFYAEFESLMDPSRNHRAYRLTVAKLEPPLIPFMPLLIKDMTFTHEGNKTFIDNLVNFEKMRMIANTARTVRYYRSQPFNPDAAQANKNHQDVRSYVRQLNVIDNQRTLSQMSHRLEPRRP
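Each well held 100 nM EPAC2, 250 nM RAP1B-BODIPY-GDP and 50 uM GDP. Fluorescence, read at 5-min intervals to 30 min, was referenced to a 6.5 mM cAMP positive control.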
Akt phos inh = HTS Assay for Inhibitors of Akt Phophorylation: Primary Screen; actives 0.32% (n = 360,000); activity change, % for hits at 50 µM; Neuro2A IGF-stimulated pAkt S473 HTRF, 20 min; hits give low values; AID 651550, 2012; in the data active = activity change below about -80%; inconclusive = mostly about -51% to -80%; also: % is scaled to controls: 0 for no effect and ±100 for the full control effect
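Single-point screen (50 µM final compound) in Neuro2A cells stimulated 20 min with 6 nM IGF at 37 deg C. After lysis, Ser473-phosphorylated Akt read by HTRF (ex 330 nm, em 615/665 nm) as the 665/615 ratio.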
Mm-Cpn inhibitor = Inhibitors of TCP-1 ring complex (TRiC) of Methanococcus maripaludis (MmCpn): qHTS; purified Mm-Cpn ATPase, ADP Transcreener TR-FRET; Potency, µM (highest dose often 76.9 µM), for the others: at the top dose activity, negative = inhibition, most hits filed as inhibitors; actives 0.031% (n = 330,000); also: potency is read from the fitted curve at half-maximal effect; % is scaled to controls: 0 for no effect and ±100 for the full control effect; nearly all actives have a fitted effect of over 80% in size
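Compound-treated chaperonin, 25 nM final, turns over 10 uM ATP at 37°C for 30 min following a 10 min preincubation; ADP generated competes with ADP-d2 for Eu-cryptate antibody, lowering FRET.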
EPAC2 antagonist = qHTS for Antagonist of cAMP-regulated guanine nucleotide exchange factor 2 (EPAC2): primary screen; EPAC2 GEF exchange of Rap1B-BODIPY-GDP, fluorescence; Potency, µM (highest dose often 114 µM), inactives show at the highest dose activity, negative = inhibition, actives largely listed as inhibitors; actives 0.18% (n = 360,000); AID 720708, 2013; also: potency is read from the fitted curve at half-maximal effect; % is scaled to controls: 0 for no effect and ±100 for the full control effect; nearly all actives have a fitted effect of over 45% in size; many of its hits are not listed in these tables
Nrf2 inh = Nrf2 qHTS screen for inhibitors | A549 ARE-Fluc reporter, luciferase luminescence, 18-24 h | Potency, µM (top dose mostly 46 µM), without a hit: at the top dose activity change, negative = inhibition, usual class: inhibitors | AID 504444, 2011 | actives 2.1% (n = 360,000); also: potency is read from the fitted curve at half-maximal effect; % is scaled to controls: 0 for no effect and ±100 for the full control effect; nearly all actives have a fitted effect of over 60% in size
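Two sequential reads on A549 ARE_Fluc cells exposed to compound for 18-24 h: a CellTiter-Fluor fluorescence read for viability, then a luciferase luminescence read for Nrf2/ARE activity.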
A549 tox = Nrf2 qHTS screen for inhibitors: counterscreen for cytotoxicity. A549 ARE-Fluc cells, CellTiter-Fluor viability, 18-24 h. Potency, µM (series often up to 46 µM), for the others: top-dose activity change, negative = cytotoxicity, hits mostly inhibitors. actives 0.16% (n = 390,000). AID 504648, 2011; also: potency is read from the fitted curve at half-maximal effect; % is scaled to controls: 0 for no effect and ±100 for the full control effect
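Cytotoxicity counterscreen: CellTiter-Fluor fluorescence was measured in A549 ARE_Fluc cells after 18-24 h of compound exposure in a concentration series. The subsequent BugLite luminescent read reports ARE-luciferase activity.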
Nrf2 activator = qHTS of Nrf2 Activators; AREc32 ARE-luciferase reporter (MCF7-derived line), luminescence, 24 h; Potency, µM (titrated, usually from 46.1 µM), for inactives: at the highest dose activation, hits mostly activators; actives 0.31% (n = 410,000); AID 624171, 2012; also: potency is read from the fitted curve at half-maximal effect; % of control where 0% means no effect; nearly all actives have a fitted effect of over 65% in size
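Steps: seed AREc32_Fluc cells (1000/well, 5% FBS OPTI-MEM); incubate overnight at 37 deg C; add 23 nL compound; incubate 24 hr; add Steady-Glo; hold 30 min RT; read luminescence.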
The depositor's hits bear a star; i = inactive; ? = inconclusive; . = not tested or not shown; [ ] = dose if it differs, or a comment. Unless noted, calls follow the shape of the dose curve; as a rule, active = well fitted curve in the direction sought with a large enough effect; inconclusive = small, poorly fitted or top-dose-only effect, or another doubt; inactive = no such curve, though single readings can be large; an effect the other way counts as inactive or inconclusive.

compound,TGFb SMAD3 inh,CCT chaperon mod,EPAC2 agonist,Akt phos inh,Mm-Cpn inhibitor,EPAC2 antagonist,Nrf2 inh,A549 tox,Nrf2 activator
O=C(Nc1ccccc1)c1cc(C2CCCCN2C(=O)OCc2ccccc2)on1 (configuration not stated),-19%,0.2,9%,i,.,1%,.,.,4.5%
Cc1ccc(Cn2cc(C(=O)NN)c(=O)c3ccc(F)cc32)cc1,-10%,1.2,6%,i,1%,-6%,?,-9%,-0.1%
Cc1ccccc1C(=O)Nc1ccc2c(c1)nc(CCNC(=O)c1ccco1)n2C,-6%,-2.5,0%,i,0%,2%,3%,-5%,0.2%
Cc1nnc2ccc(-c3ccc(NC(=O)c4ccco4)cc3)nn12,0%,-5.3,-2%,i,-2%,6%,-2%,-4%,4.2%
CCc1ccc(-c2cn3c(n2)sc2cc(C(=O)NCC(C)c4ccccc4)ccc23)cc1 (configuration not stated),-11%,.,.,.,.,.,2%,5%,1.6%
CC(C)c1csc(CN2CCC(CO)(Cc3ccccc3)CC2)n1,-1%,0.4,3%,i,2%,2%,0%,-2%,4.4%
COc1ccccc1/C=C/C1=NC(=C\N(C)C)/C(=O)O1,6%,-4.2,0%,i,-2%,17%,.,-19%,3.7%
CCCS(=O)(=O)N1CCN=C1SCc1cccc2ccccc12,-4%,-0.6,7%,i,-2%,-5%,5%,-7%,0.3%

Further results
compound,TGFb SMAD3 inh,CCT chaperon mod,EPAC2 agonist,Akt phos inh,Mm-Cpn inhibitor,EPAC2 antagonist,Nrf2 inh,A549 tox,Nrf2 activator
CSc1cccc(NC(=O)C2CCN(c3ncnc4c3nc3n4CCCCC3)CC2)c1,-18%,.,.,.,.,.,9%,0%,0.4%
COc1ccc(NC(=S)N2CCN(Cc3ccc(C)cc3)CC2)cc1,-10%,0.5,0%,i,2%,-2%,-24%,0%,2.1%
CC(C(=O)Nc1cccc(Br)c1)c1ccc([N+](=O)[O-])cc1 (configuration not stated),1%,-3.8,21%,i,3%,-13%,7%,10%,0.2%
CCOC(=O)CNC(=O)CSc1ncnc2c1cnn2-c1ccc(OC)cc1,18%,0.2,-21%[15.6 µM],.,0%,4%,-5%,-1%,2.2%
Cc1ccc(NC(=O)CCc2nnc3ccc(N4CCC(C)CC4)nn23)nc1,0%,-1.1,0%,i,1%,-2%,-5%,-4%,0.3%
Cc1ccc(-n2nnc(C(=O)Nc3cc(F)ccc3F)c2C)cc1F,6%,.,.,.,.,.,21%,1%,4.0%
COc1ccc(NC(=O)C/C(C)=N/NC(=O)c2cnccn2)c(OC)c1,26%,-2.5,15%,i,0%,-4%,8%,7%,1.7%
COc1ccc(-c2cc(N)n(CCC#N)n2)c(OC)c1,-7%,-0.6,10%,i,-1%,-4%,-6%,0%,-0.6%

Further entries.
compound,TGFb SMAD3 inh,CCT chaperon mod,EPAC2 agonist,Akt phos inh,Mm-Cpn inhibitor,EPAC2 antagonist,Nrf2 inh,A549 tox,Nrf2 activator
Cc1occc1C(=O)N(C)Cc1nc(-c2ccccc2)no1,1%,2.3,10%,i,0%,3%,?,4%,2.5%
COc1ccc(-c2nnc(SCC(=O)N3CCCCC3)o2)c(OC)c1,-12%,-5.6,10%,i,-2%,4%,29%,-11%,0.1%
COc1ccc(-c2csc3ncnc(N4CCN(S(=O)(=O)c5ccc(C)c(C)c5)CC4)c23)cc1,6%,-1.4,6%,i,-13%,-2%,-19%,14%,-0.1%
COCc1ccc(CN2CCC(C(=O)Nc3cccc(-c4cscn4)c3)CC2)o1,-10%,-3.4,0%,i,2%,-5%,-27%,1%,1.9%
COC(=O)c1cn(C(=O)c2cc(Br)ccc2Cl)c2ccccc12,-9%,-2.6,9%,i,0%,?,16%,2%,-0.2%
N#Cc1ccc(-c2ccc(Cl)cc2)nc1SCC(=O)c1cccc(Cl)c1,-4%,-3.8,-7%,i,0%,6%,3%,-5%,15%
Cc1nnsc1C(=O)NC1CCCCC1,-21%,-1.7,-5%,i,1%,13%,-5%,-3%,0.1%
CC(=O)c1cc(-c2ccccc2)n(CCC(=O)NCc2cccs2)c1C,-15%,3.4,5%,i,1%,-5%,.,1%,2.4%

Three structures out of the list, ordered by count of non-hydrogen atoms, rising:
compound,TGFb SMAD3 inh,CCT chaperon mod,EPAC2 agonist,Akt phos inh,Mm-Cpn inhibitor,EPAC2 antagonist,Nrf2 inh,A549 tox,Nrf2 activator
Cc1nnsc1C(=O)NC1CCCCC1,-21%,-1.7,-5%,i,1%,13%,-5%,-3%,0.1%
N#Cc1ccc(-c2ccc(Cl)cc2)nc1SCC(=O)c1cccc(Cl)c1,-4%,-3.8,-7%,i,0%,6%,3%,-5%,15%
COc1ccc(-c2csc3ncnc(N4CCN(S(=O)(=O)c5ccc(C)c(C)c5)CC4)c23)cc1,6%,-1.4,6%,i,-13%,-2%,-19%,14%,-0.1%

Next records follow.
compound,TGFb SMAD3 inh,CCT chaperon mod,EPAC2 agonist,Akt phos inh,Mm-Cpn inhibitor,EPAC2 antagonist,Nrf2 inh,A549 tox,Nrf2 activator
CCOP(=O)(c1ccc(N(C)C)cc1)C(O)c1ccc(C)cc1 (configuration not stated),0%,-1.2,-2%,i,0%,-5%,-3%,-2%,-0.7%
Cc1nc2sc(C)c(C)n2c(=O)c1S(=O)(=O)N1CCN(c2ccccc2F)CC1,-2%,.,.,.,.,.,?,-1%,0.5%
O=C(COC(=O)/C=C/c1cccc([N+](=O)[O-])c1)NCc1ccc2c(c1)OCO2,-15%,-1.6,4%,i,0%,2%,4%,12%,-0.3%
Cc1ccc2occ(CC(=O)Nc3ccc(S(=O)(=O)N4CCC(C)CC4)cc3)c2c1,?,.,.,.,.,.,26µM*,-13%,-0.4%
CN(Cc1ccc(F)cc1)C(=O)c1cccc(S(=O)(=O)N2CCN(c3ccccc3)CC2)c1,-13%,-0.7,12%,i,0%,-3%,23µM*,-12%,1.9%
Cc1cnnn1-c1ccc([N+](=O)[O-])cc1,2%,-1.8,10%,i,1%,-2%,-1%,11%,0.0%
O=C(Cn1ncc2c(=O)oc3ccccc3c21)NCC1CCCO1 (configuration not stated),4%,-2.9,12%,i,0%,10%,8%,-3%,-0.1%
COc1ccc(C2=CC(=O)C[C@H](c3ccc(F)cc3)C2)cc1OC,-25%,-2.7,1%,i,-4%,-6%,?,-5%,4.3%

Of the compounds above, these have a Cl atom.
compound,TGFb SMAD3 inh,CCT chaperon mod,EPAC2 agonist,Akt phos inh,Mm-Cpn inhibitor,EPAC2 antagonist,Nrf2 inh,A549 tox,Nrf2 activator
COC(=O)c1cn(C(=O)c2cc(Br)ccc2Cl)c2ccccc12,-9%,-2.6,9%,i,0%,?,16%,2%,-0.2%
N#Cc1ccc(-c2ccc(Cl)cc2)nc1SCC(=O)c1cccc(Cl)c1,-4%,-3.8,-7%,i,0%,6%,3%,-5%,15%

The list continues:
compound,TGFb SMAD3 inh,CCT chaperon mod,EPAC2 agonist,Akt phos inh,Mm-Cpn inhibitor,EPAC2 antagonist,Nrf2 inh,A549 tox,Nrf2 activator
COCCCn1c(=O)c2ccccc2n(Cc2cc(C(=O)OC)ccc2OC)c1=O,4%,-2.5,24%,i,0%,-19%,-6%,-1%,-1.0%
CC1CCCN(C(=O)c2ccc(OC3CCN(CCc4ccccc4)CC3)cc2)C1 (configuration not stated),-1%,-0.7,-1%,.,0%,-9%,16µM*,1%,-0.1%
Cc1nccc2oc(=O)c(NC(=O)c3ccc(Cl)cc3)cc12,1%,3.9,-2%,i,-8%,15%,8%,-7%,8.8%
CSCC[C@H](NC(=O)N1CCn2c1nc1ccccc12)C(=O)NCC1CCCO1 (some centres not stated),-12%,-0.4,-3%,i,1%,-5%,14%,2%,-0.8%
CC1(C)c2[nH]c3ccccc3c2C[C@H]2C(=O)N(Cc3ccccc3)C(=O)N21,-27%,.,8%,.,.,-18%,?,-4%,4.9%
CC12CCC(C(=O)N(CSC(=S)N/N=C\c3ccccc3)C1=O)C2(C)C (configuration not stated),0%,-0.2,13%,i,1%,-4%,8%,-5%,13%
Cc1oc(S(=O)(=O)N2CCCCC2)cc1NC(=O)Nc1ccc(Cl)cc1,?,-0.4,-1%,i,0%,-20%,?,-6%,0.7%
O=C(Cn1nnc2c(cnn2-c2ccc(F)cc2)c1=O)Nc1ccccc1C(F)(F)F,8%,-1.9,4%,i,-1%,19%,16%,3%,-0.6%

The results go on:
compound,TGFb SMAD3 inh,CCT chaperon mod,EPAC2 agonist,Akt phos inh,Mm-Cpn inhibitor,EPAC2 antagonist,Nrf2 inh,A549 tox,Nrf2 activator
COc1ccc(S(=O)(=O)N2CCC(Oc3ccc(-n4cnnn4)cc3)CC2)cc1,?,.,.,.,.,.,?,2%,-0.4%
CCN(CC)CCN(Cc1cc2cc3c(cc2[nH]c1=O)OCO3)C(=S)NCCCOC,3%,0.0,5%,i,-2%,-2%,2%,1%,0.5%
c1ccc2c3c([nH]c2c1)-c1[nH]ncc1CC3,?,-2.0,14%,.,-3%,-1%,-22%,-19%,7.1%
O=C(/C=C/c1ccc2c(c1)OCO2)c1cccnc1,0%,0.1,9%,i,-3%,1%,10%,-1%,-0.7%
O=C(NCCS(=O)(=O)N1CCN(c2ccccc2)CC1)c1cc(=O)c2ccccc2o1,-11%,0.1,-3%,i,.,-6%,.,.,-0.7%

Only part of the results is shown; rates above refer to the full screens.
